# Screens from PubChem.
# ROMK mod: human ROMK K+ channel modulation, primary screen; actives 2% (n = 130,000); Tet-inducible ROMK, thallium flux fluorescence; actives lie on both sides; B-score at 10 µM;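 active = signal ratio slope over the read window, or its plate-corrected B-score, at least 3 SD from the plate mean, either direction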;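 note: B-score of the F/F0 ratio slope over 7 to 12 s after thallium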
# STAT3 activator: increases IL-6 driven STAT3 reporter signal. actives 0.91% (n = 190,000). AID 871. U3A cells, IL-6 STAT3-luciferase reporter, luminescence; 100% = signal with IL-6 EC80 alone. activation (% of control), % at 5.6 µM;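 active = activation above the screen-wide mean of compound activation plus 3 SD, cut at about 130% in these data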;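 note: 0% = background luminescence of wells with medium and substrate only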
#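 Material: STAT3-luciferase reporter U3A cells. Controls: IL-6-treated wells, 100% activation. Read-out: % activation versus median of IL-6-stimulated wells. Probe or stimulus: IL-6 stimulus at 33 ng/mL final. Timing: compound 1 h, then IL-6 6 h at 37 °C. Signal: reporter luminescence signal.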
# TLR4-MyD88 BLA: TLR4-MyD88 interaction inhibition in cells. HeLa CL3-4 TLR4/MyD88 BLA complementation, FRET ratio. O00206+Q99836. inhibition, % at 8.4 µM. actives 0.18% (n = 200,000); in the data active = inhibition above about 25%;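 note: 0% = vehicle and 100% = reference inhibitor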
# STAT3 blocker: inhibitors of IL-6 induced STAT3 signaling; inhibition, % at 5.5 µM; U3A cells, IL-6 STAT3-luciferase reporter, luminescence; host cell line lacks STAT1; AID 862; actives 0.89% (n = 190,000);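 active = inhibition above the mean inhibition across all screened compounds plus 3 SD, cut at about 44% in these data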;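 note: 0% = DMSO only wells and 100% = 100 µM nifuroxazide control wells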
# STAT1 blocker: inhibitors of IFN-gamma induced STAT1 signaling; AID 920; actives 0.35% (n = 200,000); inhibition, % at 5.5 µM; NIH 3T3 STAT1-luciferase reporter, luminescence;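 active = inhibition above a set limit, the mean inhibition across all tested compounds plus 3 SD, cut at about 34% in these data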;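 note: 0% = IFN-gamma with DMSO and 100% = IFN-gamma with 300 µM nifuroxazide; values of inactives mirror those of a sister screen read the other way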
# TR-FRET SRC-2 ct: TR-FRET artefact, counter-screen to PPARgamma/SRC-2 agonist assay; stronger effect = higher value; TR-FRET ratio at 8 µM; actives 0.4% (n = 200,000); in the data active = TR-FRET ratio above about 2000; note: inactives centre near 1500
# S1P3 antagonist: blocks the human S1P3 receptor; AID 485; actives 0.27% (n = 170,000); CHO S1P3 NFAT-BLA reporter, FRET fluorescence, antagonist mode; Q99500; inhibition, % at 4.98 µM;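 active = inhibition above the plate cutoff, the mean inhibition of test wells on that plate plus 3 SD, cut at about 28% in these data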;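 note: cells challenged with S1P at its EC80 of 0.8 µM; blue over green emission ratio from cleaved BLA substrate after 4 h stimulation; 0% = S1P-stimulated wells and 100% = unstimulated DMSO-only wells; some compounds past the cut are filed as inactive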
# Target sequence (Q99500 whole entry, looked up): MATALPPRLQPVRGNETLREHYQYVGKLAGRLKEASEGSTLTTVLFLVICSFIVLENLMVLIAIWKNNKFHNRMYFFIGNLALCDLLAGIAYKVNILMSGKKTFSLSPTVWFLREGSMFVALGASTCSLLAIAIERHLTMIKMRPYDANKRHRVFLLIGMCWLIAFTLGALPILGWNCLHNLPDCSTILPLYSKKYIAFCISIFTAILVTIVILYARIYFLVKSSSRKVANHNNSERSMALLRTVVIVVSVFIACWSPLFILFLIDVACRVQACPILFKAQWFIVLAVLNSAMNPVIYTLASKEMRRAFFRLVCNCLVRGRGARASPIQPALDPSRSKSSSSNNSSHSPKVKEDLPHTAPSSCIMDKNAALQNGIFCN
# PPARg SRC-2 ag: promotes SRC-2 coactivator recruitment by human PPARgamma; PPARgamma LBD-SRC-2 recruitment, biochemical; activation, % at 8 µM; actives 0.34% (n = 200,000); AID 1032; in the data active = activation above about 22%;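 note: 0% = vehicle and 100% = reference agonist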
# Target sequence (P37231 whole entry, looked up, the tested form may be a part): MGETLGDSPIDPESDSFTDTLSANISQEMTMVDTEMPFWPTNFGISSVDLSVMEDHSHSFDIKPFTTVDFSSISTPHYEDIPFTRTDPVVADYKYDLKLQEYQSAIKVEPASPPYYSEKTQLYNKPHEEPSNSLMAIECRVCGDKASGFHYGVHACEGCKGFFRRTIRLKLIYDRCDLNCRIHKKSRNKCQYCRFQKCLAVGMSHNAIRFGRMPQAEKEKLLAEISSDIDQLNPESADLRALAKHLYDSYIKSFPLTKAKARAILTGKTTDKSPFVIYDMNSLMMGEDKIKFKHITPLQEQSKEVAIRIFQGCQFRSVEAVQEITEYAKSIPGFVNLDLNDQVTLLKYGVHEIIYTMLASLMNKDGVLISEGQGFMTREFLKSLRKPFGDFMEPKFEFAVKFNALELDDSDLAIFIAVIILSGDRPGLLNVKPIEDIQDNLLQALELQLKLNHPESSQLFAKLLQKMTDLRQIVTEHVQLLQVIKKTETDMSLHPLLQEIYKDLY
# RAM network inh: yeast RAM network inhibition. AID 868. actives 1.8% (n = 190,000). S. cerevisiae dse1pr::URA3 reporter, 5-FOA growth OD615, 2 d; analog-sensitive cbk1-as2 kinase mutant strain. inhibition, % at 50 µM;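 active = inhibition above a set limit, 3 SD over mean compound inhibition, cut at about 8.4% in these data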;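 note: 0% = DMSO-only wells with no growth and 100% = 10 µM 1-NA-PP1 full growth; inhibition rescues growth on 5-FOA so higher OD means more RAM inhibition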
# PPARg SRC-1 ag: PPARgamma-driven SRC-1 recruitment agonism | PPARgamma-SRC-1 coactivator recruitment biochemical assay | P37231 | actives 0.41% (n = 200,000) | AID 631 | activation, % at 8 µM; in the data active = activation above about 19%;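 note: 0% = DMSO and 100% = reference agonist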
# PPARg SRC-3 ag: PPARgamma-driven SRC-3 recruitment agonism | P37231 | activation, % at 8 µM | AID 731 | biochemical PPARgamma/SRC-3 coactivator recruitment assay | actives 0.26% (n = 200,000); in the data active = activation above about 23%;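 note: 0% = DMSO and 100% = reference agonist; some compounds past the cut are filed as inactive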
# The depositor's hits bear a star; . = no result given. Random draw from the library (roughly 5.6% active in at least one column).
SMILES,ROMK mod,STAT3 activator,TLR4-MyD88 BLA,STAT3 blocker,STAT1 blocker,TR-FRET SRC-2 ct,S1P3 antagonist,PPARg SRC-2 ag,RAM network inh,PPARg SRC-1 ag,PPARg SRC-3 ag
O=C(NC(=S)Nc1ccc(S(=O)(=O)N2CCCCCC2)cc1)c1cccs1,.,102,0,1,-6,1547,9,5,5.1,8,1
CC(NC(=O)Cn1c(NCCO)nc2ccccc21)c1ccccc1 (stereo not drawn),.,109,-3,-9,-1,1654,.,0,1.7,3,7
COc1ccnc(N=CNOCc2cccc(Cl)c2Cl)c1C#N,0.11,90,-7,17,-6,1434,.,-1,6.1,9,0
O=C(NCC1CCCO1)C1CCCN(Cc2cnn(-c3ccccc3)c2-n2cccc2)C1 (stereo not drawn),.,100,-2,4,6,1665,3,9,-0.8,0,-6
CC(=O)N1CCN(C(C)=O)C1c1ccccc1,.,92,0,14,0,1588,-4,4,-0.9,7,-5
COc1cc([N+](=O)[O-])cc2cc(C(=O)NC(C)(C)C)c(=O)oc12,0.35,100,-3,7,14,1737,-18,7,0.1,1,5
CNC(=O)CSc1nc2c(c(=O)n(C)c(=O)n2C)n1Cc1ccc(C)cc1,0.42,95,6,9,-8,1582,1,11,0.8,4,7
Cc1cccc(C)c1-n1c(SCC(=O)Nc2ccc(C(=O)O)cc2)nnc1-c1cccc(S(=O)(=O)N(C)C)c1,0.13,108,3,-9,-12,1790,-12,-1,5.1,13,0
Cc1cc(C)c(C#N)c(SCC(=O)c2cc(C)n(CCc3ccccc3)c2C)n1,.,102,-6,2,-3,1694,.,-1,6.7,-3,-2
O=C(NCc1ccco1)C1CCN(C(=O)c2cc3sccc3n2Cc2ccc(Cl)cc2)CC1,-1.9,95,-2,10,8,1563,7,5,0.5,3,-2
CCCCOC(=O)Nc1nnc(CCc2ccccc2)s1,-0.37,106,8,-7,6,1652,.,9,4.8,2,2
CCOC(=O)Cc1nnc(NC(=O)c2cccc(OCC)c2)s1,.,94,-8,9,0,1642,-4,-6,3.3,1,4
CC[n+]1ccccc1/C=C/Nc1ccccc1,0.3,98,-10,8,-1,1322,-5,-4,0.4,0,-1
CC(=O)Oc1ccc2c(C)c(CC(C)O)c(=O)oc2c1 (stereo not drawn),.,100,-3,4,4,1437,-9,-9,2.6,-1,-4
O=C(CN1C(=O)C2CC=CCC2C1=O)Nc1ccc(S(=O)(=O)NC2=NCCCCC2)cc1 (stereo not drawn),.,100,-9,10,-1,1606,-23,7,1.8,4,7
CCOc1ccc(N(CC(=O)NC2CCCCCC2)S(=O)(=O)c2c(C)[nH]c(=O)[nH]c2=O)cc1,.,97,-6,8,6,1605,.,9,1.7,0,6
Cc1cccc(NC(=O)CSCc2c(C)noc2C)c1C,.,101,2,4,-2,1357,-4,-3,1.7,-1,5
O=C(Nc1ccc(F)cc1)N(Cc1ccco1)Cc1cc2cc3c(cc2[nH]c1=O)OCO3,-0.35,87,13,18,5,1662,-3,8,2.5,1,9
CCOC(=O)NC(=O)COC(=O)c1ccc(O)cc1,-0.34,103,-2,-2,0,1646,1,-2,-0.1,4,0
Cc1ccc(S(=O)(=O)/N=C(\N)Nc2nc(C)c3ccc(C)cc3n2)cc1,.,69,-2,42,-3,1632,.,3,2.7,-6,6
CN(c1ccc(C(=O)O)cc1)S(=O)(=O)c1ccccc1,.,99,6,7,-5,1472,0,1,1.1,8,1
CCn1nc(C)c(Br)c1Nc1ccc(Br)cc1,-1.5,103,3,0,0,1542,12,8,-1.5,-1,7
O=c1[nH]nc(CNc2ccc(O)cc2)c2ccccc12,.,96,-1,6,-7,1560,.,12,1.5,14,22
CCOC(=O)C1CCN(S(=O)(=O)c2cccc(-c3cn4ccccc4n3)c2)CC1,-1.8,91,-7,13,8,1768,-18,10,1.7,6,14
CCCCCCn1c(=O)[nH]c2nc3cc(N)c(C)cc3nc2c1=O,.,101,28*,-2,0,1454,11,5,2.1,-1,0
COc1ccc(-n2cnc3cc([N+](=O)[O-])ccc32)cc1,-0.51,102,17,3,-24,1527,6,6,1.1,-2,-5
C=CCNC(=O)C12CC3CC(C1)CC(C(=O)NCC=C)(C3)C2,-0.2,109,3,-7,-2,1508,-12,11,0.6,4,7
S=c1[nH]nc(CN2CCCCC2)n1-c1ccc(Cl)cc1,-0.34,100,-8,4,-3,1513,-4,2,2.3,-10,5
Cc1cc(NC(=O)c2ccccc2F)nc2c1c(=O)oc1ccccc12,-0.018,105,13,6,-6,1371,-15,-1,3.5,-5,-2
O=C(C[n+]1cccc(CNC(=O)c2ccc(OC(F)F)cc2)c1)Nc1ccc(F)cc1,-1.4,96,-6,5,6,1621,-1,-2,1.0,-2,-4
CCC(C)(C)n1nnnc1CN1CCC(NC(=O)c2ccc(Br)cc2)CC1,-0.53,91,10,14,9,1365,.,5,-0.4,2,2
CS(=O)(=O)N1N=C(c2ccc(Br)cc2)CC1c1cccs1 (stereo not drawn),0.67,110,2,-12,-19,1651,.,2,2.0,4,2
O=C(O)c1ccc2c(c1)C(=O)N(C(Cc1ccccc1)C(=O)O)C2=O (stereo not drawn),-0.11,119,5,-20,-6,1538,-59,-2,-0.2,-4,-2
COc1ccccc1N(C)S(=O)(=O)c1ccc(C(=O)OCC(=O)NCC(F)(F)F)cc1,0.087,105,0,-4,6,1535,11,5,4.7,13,5
Cn1cc(C(=O)c2ccccc2)cc1-c1nc2ccccc2n1C,-1.6,87,19,19,7,1515,-8,6,0.3,-1,-15
N#CCCN(CCC#N)c1nncs1,0.05,97,-10,6,0,1550,8,5,2.3,7,-4
CCCCN1CCc2c1nc1ccc(Br)cc1c2N,.,120,-9,-23,4,1405,.,4,-0.3,3,5
Cc1cc(C)c(C#N)c(SCCS(=O)(=O)c2ccc(C(C)(C)C)cc2)n1,-0.77,98,-14,9,-1,1374,.,5,3.1,6,-6
Oc1ccc(Br)cc1-c1cc(-c2ccc(Cl)cc2)n[nH]1,0.12,132,12,-33,2,1618,.,17,3.7,-3,4
CCC(=O)Nc1ccc(N2CCCCC2)c(C(=O)Nc2ccccc2C)c1,.,98,-10,4,-4,1547,.,12,0.7,0,-5
Cc1cccc(C(=O)NC2C(=O)NNC2c2ccc(Cl)cc2)c1 (stereo not drawn),0,87,-1,16,-9,1611,-10,-3,1.1,2,0
COc1ccc(NC(=O)CN2C(=O)C(C)Oc3ccccc32)cc1 (stereo not drawn),.,101,-2,0,3,1358,-32,11,2.0,9,0
COc1ccc(C(=O)OC(C(=O)c2ccccc2)c2ccccc2)cc1 (stereo not drawn),.,107,-10,3,4,1483,.,7,5.7,7,12
Cc1ccc(S(=O)(=O)n2cnc3cc([N+](=O)[O-])ccc32)cc1C,.,95,-15,16,9,1547,.,-1,1.2,9,1
Cc1ccc(S(=O)(=O)/N=S(\C)C(C)C)cc1 (stereo not drawn),0.22,98,0,2,-7,1391,-3,-3,0.3,-4,5

# Look-ups from the entries so far:
# `CC(=O)Oc1ccc2c(C)c(CC(C)O)c(=O)oc2c1` (stereo not drawn) in PPARg SRC-3 ag is entered as -4
# `CCC(C)(C)n1nnnc1CN1CCC(NC(=O)c2ccc(Br)cc2)CC1` in STAT3 activator is entered as 91

# (more compounds)
SMILES,ROMK mod,STAT3 activator,TLR4-MyD88 BLA,STAT3 blocker,STAT1 blocker,TR-FRET SRC-2 ct,S1P3 antagonist,PPARg SRC-2 ag,RAM network inh,PPARg SRC-1 ag,PPARg SRC-3 ag
Cc1ccsc1/C=C/c1ccc2ccccc2n1,.,69,-1,46*,16,1499,.,-3,2.4,-2,-8
Cc1nnc(C)n1/N=C/c1cccc([N+](=O)[O-])c1,0.85,96,-5,7,-8,1454,6,6,1.7,-2,2
CC(NC(=O)c1ccc(OC2CCN(C(=O)c3cccnc3)CC2)cc1)C1CC1 (stereo not drawn),-0.35,99,1,4,3,1545,-4,6,2.6,10,1
CC(C)Oc1ccccc1C1CC(=O)Nc2c1c(=O)n(C)c(=O)n2C (stereo not drawn),.,96,-2,10,-2,1864,.,4,1.6,6,2
O=C(NC1CC1)C1CCN(C2CCN(C(=O)c3ccc4cccc(F)c4n3)CC2)CC1,0,101,11,3,-10,1560,14,2,1.5,2,3
Cc1ccc(-c2csc(N(Cc3ccco3)C(=O)c3cccs3)n2)cc1,0.49,105,2,-8,1,1603,.,7,8.4*,1,5
CCc1c(C)sc(NC(NC(C)=O)(C(=O)OC)C(F)(F)F)c1C#N (stereo not drawn),0.037,94,0,6,4,1352,-10,3,1.7,-8,-2
CCOC(=O)C1=C(C)NC2=C(C(=O)CC(C)(C)C2)C1c1coc2ccccc2c1=O (stereo not drawn),0.00021,111,13,-9,4,1791,.,8,3.1,-4,5
C=CCN(CC(=O)NC1CCS(=O)(=O)C1)S(=O)(=O)c1ccccc1C(F)(F)F (stereo not drawn),1.9,94,-1,10,-4,1723,-8,-1,4.0,10,1
O=C1CCC(C(=O)Nc2ccccc2)N1 (stereo not drawn),0.096,104,-5,-1,-7,1506,.,11,1.5,-2,14
Cc1c(Cl)cccc1NC(=S)NN1CCOCC1,2.6,97,8,4,2,1511,.,-2,1.1,-6,-4
O=C(O)c1nn(-c2ccccc2)ccc1=O,0.46,93,2,16,-5,1543,.,3,0.7,5,1
Cc1ccc(/C=C/C(=O)OCC(=O)NCCN2C(=O)CSC2=O)o1,0.13,106,0,-4,0,1418,-22,1,1.9,-8,0
Cc1ccccc1CS(=O)(=O)c1nnc([C@H](CC(C)C)NC(=O)OC(C)(C)C)o1,.,103,11,4,23,1508,-7,-2,1.1,3,4
O=C(c1cccc(C(=O)N2CCN(c3ccccc3F)CC2)n1)N1CCN(c2ccccc2F)CC1,.,99,3,4,0,1592,-9,0,0.8,-1,1
S=C(NC1CCCC1)N1CCN(c2ncccn2)CC1,0.031,107,-2,-7,-5,1601,-12,2,-0.5,1,-1
N#CCC(=N)N1CCN(c2ccc(Cl)cc2)CC1,.,84,-9,24,7,1695,.,-4,0.8,-1,13
COCCNC(=S)NCCCNc1nc2cc3c(cc2cc1C#N)OCO3,.,107,-25,2,-7,1462,.,-1,2.6,6,4
CCOc1ccc2nc(SCC(=O)N3CCN(C(=O)c4ccco4)CC3)sc2c1,-0.38,95,5,11,2,1461,.,-10,0.1,-3,0
Cc1ccc(-c2nc3sc(C#N)c(N)n3c(=O)c2C#N)cc1,-0.57,98,25,7,-26,1443,0,12,3.4,2,2
